NTR1 ag: agonists of NTR1, primary screen, imaging, U2OS cells, beta-arrestin-GFP, high content (AID 493036) | P30989 | NTR1-U2OS beta-arrestin-GFP spot imaging, agonist mode | activation, % at 20 µM | 330,000 tested, 0.17% active;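 active = activation at or above 40% of the spot to cytoplasm intensity ratio, with at least 20 cells analyzed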;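 also: 0% = DMSO without peptide and 100% = 100 nM NTR1 peptide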
Target sequence (P30989 whole entry, looked up): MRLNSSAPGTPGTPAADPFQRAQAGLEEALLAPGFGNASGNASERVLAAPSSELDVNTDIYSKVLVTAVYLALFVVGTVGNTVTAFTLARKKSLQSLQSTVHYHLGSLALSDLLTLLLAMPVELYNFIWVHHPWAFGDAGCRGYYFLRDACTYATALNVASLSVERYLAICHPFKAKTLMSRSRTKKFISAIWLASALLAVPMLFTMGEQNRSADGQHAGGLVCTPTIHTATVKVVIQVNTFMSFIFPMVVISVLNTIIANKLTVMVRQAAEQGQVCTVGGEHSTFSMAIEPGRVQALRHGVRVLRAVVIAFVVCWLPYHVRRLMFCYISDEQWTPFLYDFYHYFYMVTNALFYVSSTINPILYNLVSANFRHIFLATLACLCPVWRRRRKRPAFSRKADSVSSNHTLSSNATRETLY
K1F lysis inhibition: inhibition of K1F phage lysis, E. coli UTI89, bacterial capsule biogenesis inhibitors, alamar blue (AID 488966); E. coli UTI89 K1F phage lysis, alamar blue, 2 h; higher % means a stronger effect; one-dose inhibition, % at 100 µM; IC50 in µM for titrated hits; 340,000 tested, 0.02% active;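 active = phage lysis inhibition, versus mean bacterial control, above a set limit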;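 also: capsule biogenesis inhibitors block K1F phage lysis so surviving cells raise fluorescence; higher fluorescence means more inhibition of phage lysis; actives were called in the ten point dose series up to 300 µM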
Rac1 GTP hydrolysis: MgcRacGAP GTPase-activating activity inhibitors, confirmation, biochemical, ADP Hunter fluorescence; MgcRacGAP-stimulated Rac1 GTP hydrolysis, ADP Hunter fluorescence; higher % means a stronger effect; GST-tagged Rac1 F28L mutant substrate; inhibition, % at 30 µM; hits with a dose series show IC50 in µM; 340,000 tested, 0.6% active;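 active = first-screen hits whose inhibition reached a set limit at any dose in the follow-up dose series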;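 also: fluorescence reports GDP produced by GAP-driven GTP hydrolysis; strong numbers were not always called active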
NTR1 ag cell count 20 µM: recorded beside NTR1 ag, whose call it bears; cell count; measured here: cell count, cytotoxicity flag
An asterisk follows results filed as active; [ ] = remark or other dose.

1: Cc1ccc(N=C(/N=C(\N)N[N+](=O)[O-])Nc2ccc(C)cc2)cc1
2: CCCCNC(C)Cc1ccccc1 (stereo unspecified)
3: CCCNC(=O)N1[C@H]2CC[C@@H]1C(C(=O)OC)=C(c1ccc(S(C)(=O)=O)cc1)C2
4: COC(=O)C1=C(c2cc3ccccc3o2)C[C@@H]2CC[C@H]1N2C(=O)N1CCC(C)CC1
5: CCCNC(=O)N1[C@H]2CC[C@@H]1C(C(=O)OC)=C(c1ccc(C(C)=O)cc1)C2
6: CCN1C[C@]2(COC)CC[C@H](O)[C@]34C1[C@](O)([C@@H](OC)[C@H]23)[C@@]1(O)C[C@H](OC)[C@H]2C[C@@H]4[C@@H]1[C@H]2OC
7: CCN(CC)C(=O)c1ccc(NC(=O)c2ccc(N3CCCC3=O)cc2)cc1
8: O=C([O-])c1ccc(-[n+]2c(-c3ccccc3)cc(-c3ccccc3)cc2-c2ccccc2)cc1

entry no.,1,2,3,4,5,6,7,8
K1F lysis inhibition,0.7%,-0.2%,1.4%,-0.9%,2.2%,0.0%,0.6%[50 µM],0.5%
Rac1 GTP hydrolysis,6.0%,1.9%,3.5%,-2.7%,4.5%,2.5%,8.2%,5.5%
NTR1 ag,1.7,0.7,-0.8,-0.8,2.1,-0.1,2.4,2.9
NTR1 ag cell count 20 µM,54,48,91,72,46,52,49,87

9: CCN(CC)CCO
10: O=C(O)C(Br)CBr (stereo unspecified)
11: N#Cc1ccc(NC(=O)CN2C(=O)NC3(CCCCCCC3)C2=O)cc1Cl
12: CCOC(=O)[C@@H]1[C@H]2COc3ccc(Br)cc3[C@H]2N2C(=O)N(c3cccc(C)c3)C(=O)[C@]12C
13: COC(=O)C1=C(c2cc3ccccc3s2)C[C@@H]2CC[C@H]1N2C(=O)NCCCOC(C)C
14: COC(=O)C1=C(c2cccc(OC)c2OC)C[C@@H]2CC[C@H]1N2C(=O)NCc1ccc(C(F)(F)F)cc1
15: CCSC(=O)N1CCCCCC1
16: C=CCN1CC[C@]23c4c5ccc(O)c4O[C@H]2/C(=N/NC(=O)c2ccccc2)CC[C@@]3(O)[C@H]1C5

entry no.,9,10,11,12,13,14,15,16
K1F lysis inhibition,-0.2%,6.1%,-0.1%[50 µM],4.0%,-0.9%,1.1%,-1.0%,-2.6%
Rac1 GTP hydrolysis,5.5%,4.8%,4.7%,8.0%,2.9%,8.5%,4.5%,8.8%
NTR1 ag,-1.8,-0.5,0.7,2.3,-4.5,-0.4,-0.2,-1.4
NTR1 ag cell count 20 µM,55,57,51,53,92,100,59,70

17: C[C@]12CCC3C(C1CCC2=O)[C@H](O)C[C@H]1C[C@@H](O)CC[C@]31C (stereo partly specified)
18: COCCNC(=O)N1[C@H]2CC[C@@H]1C(C(=O)OC)=C(c1ccc(OC)c(OC)c1)C2
19: Oc1ccc(-[n+]2c(-c3ccccc3)cc(-c3ccccc3)cc2-c2ccccc2)cc1
20: c1ccc(CCCN2CCN(CCOC(c3ccccc3)c3ccccc3)CC2)cc1
21: COC(=O)C1=C(c2ccc(Cl)c(C(F)(F)F)c2)C[C@@H]2CC[C@H]1N2C(=O)NCCNC(C)=O
22: COC(=O)C1=C(c2cc3ccccc3s2)C[C@@H]2CC[C@H]1N2C(=O)N1CCCCC1
23: CCOC(=O)C1(c2ccccc2)CCN(CCC(=O)Nc2ccc(F)cc2)CC1
24: CCN(CCCl)Cc1ccccc1Br
25: COc1cc2nc(CN3CC=C(c4ccccc4)CC3)[nH]c(=O)c2cc1OC

entry no.,17,18,19,20,21,22,23,24,25
K1F lysis inhibition,3.0%,0.5%,14.8%,5.1%,0.1%,0.0%,0.6%[50 µM],-8.9%,-0.3%
Rac1 GTP hydrolysis,-8.7%,3.4%,11.2%,-1.2%,9.7%,6.0%,4.7%,5.0%,5.8%
NTR1 ag,0.0,0.0,80.8*,4.2,-1.9,-5.3,-0.2,-0.4,0.7
NTR1 ag cell count 20 µM,50,58,80*,61,51,86,59,65,66

In a second layout: 9 of the compounds above
No.	Structure	K1F lysis inhibition	Rac1 GTP hydrolysis	NTR1 ag	NTR1 ag cell count 20 µM
17	C[C@]12CCC3C(C1CCC2=O)[C@H](O)C[C@H]1C[C@@H](O)CC[C@]31C (stereo partly specified)	3.0%	-8.7%	0.0	50
18	COCCNC(=O)N1[C@H]2CC[C@@H]1C(C(=O)OC)=C(c1ccc(OC)c(OC)c1)C2	0.5%	3.4%	0.0	58
19	Oc1ccc(-[n+]2c(-c3ccccc3)cc(-c3ccccc3)cc2-c2ccccc2)cc1	14.8%	11.2%	80.8*	80*
20	c1ccc(CCCN2CCN(CCOC(c3ccccc3)c3ccccc3)CC2)cc1	5.1%	-1.2%	4.2	61
21	COC(=O)C1=C(c2ccc(Cl)c(C(F)(F)F)c2)C[C@@H]2CC[C@H]1N2C(=O)NCCNC(C)=O	0.1%	9.7%	-1.9	51
22	COC(=O)C1=C(c2cc3ccccc3s2)C[C@@H]2CC[C@H]1N2C(=O)N1CCCCC1	0.0%	6.0%	-5.3	86
23	CCOC(=O)C1(c2ccccc2)CCN(CCC(=O)Nc2ccc(F)cc2)CC1	0.6%[50 µM]	4.7%	-0.2	59
24	CCN(CCCl)Cc1ccccc1Br	-8.9%	5.0%	-0.4	65
25	COc1cc2nc(CN3CC=C(c4ccccc4)CC3)[nH]c(=O)c2cc1OC	-0.3%	5.8%	0.7	66

Screening data (PubChem)

An excerpt. The share of hits here may be higher or lower than overall.
